Source: PubChem BioAssay (National Center for Advancing Translational Sciences (NCATS))
CRE Fsk mod = Cell signaling CRE-BLA (Fsk stim); Potency, µM (top dose mostly 38.2 µM), inactives show top-dose activity change, negative = inhibition, actives largely listed as activators; CHO CRE-bla reporter (cAMP response element driving beta-lactamase), forskolin EC10, beta-lactamase ratio; hit rate 2.5% among 71,000; active = well fitted activation curve with a large enough effect in the signal ratio, with a control signal flat, not every such curve was filed as active; inconclusive = small, poorly fitted or top-dose-only effect, or effect the other way, or a change in a side signal; the % refers to the signal ratio; note: potency is the fitted concentration of half-maximal effect; % of control where 0% means no effect
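Cells were plated overnight at 37 °C, exposed to compound titrations plus EC10 NKH 477 for 3 h, then given CCF4 dye for 2 h at room temperature. Blue/green (460/530 nm) ratio was converted to %Activity and AC50 values calculated.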
HADH2 inh = qHTS Assay for Inhibitors of HADH2 (Hydroxyacyl-Coenzyme A Dehydrogenase, Type II). recombinant HADH2, NADH fluorescence, beta-hydroxybutyryl-CoA. Potency, µM (doses to about 57.1 µM), without a hit: at the highest dose activity change, negative = inhibition, hits mostly inhibitors. hit rate 3.4% among 73,000; note: potency is the fitted concentration of half-maximal effect; % is set by controls: 0 for no effect and ±100 for the full control effect; nearly all actives have a fitted effect of over 60% in size; many of its hits are not listed in these tables
Target sequence (Q99714 whole entry, looked up, one chain of several): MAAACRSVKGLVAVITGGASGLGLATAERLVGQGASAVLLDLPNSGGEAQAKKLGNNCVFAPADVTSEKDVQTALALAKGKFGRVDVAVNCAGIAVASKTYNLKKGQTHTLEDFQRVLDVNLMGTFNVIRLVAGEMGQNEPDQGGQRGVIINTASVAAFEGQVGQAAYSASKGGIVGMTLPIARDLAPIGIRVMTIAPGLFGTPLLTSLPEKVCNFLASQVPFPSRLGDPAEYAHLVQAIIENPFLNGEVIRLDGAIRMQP
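NADH fluorescence (ex 360/em 450 nm) read every 30 s for 4 min; activity taken as last-minus-first time point difference. Enzyme 20 nM, NAD+ 1 mM, beta-hydroxybutyryl-CoA 90 uM, pH 9.0 Tris buffer.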
ALOX15 inhib = qHTS Assay for Inhibitors of 15-hLO (15-human lipoxygenase); purified 15hLO-1, xylenol orange hydroperoxide absorbance; Potency, µM (doses to about 57.1 µM), without a hit: at the highest dose activity change, negative = inhibition, most hits filed as inhibitors; hit rate 1.4% among 74,000; note: potency is the fitted concentration of half-maximal effect; % is set by controls: 0 for no effect and ±100 for the full control effect; nearly all actives have a fitted effect of over 55% in size
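Compounds were preincubated 15 min at room temperature with 40 nM purified human enzyme (25 mM Hepes pH 7.5, 0.01% Triton X-100); 50 uM arachidonic acid reacted 6 min. Fe-xylenol orange detection, 30 min, absorbance ratio 573/405 nm.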
Luciferase inh = qHTS Assay for Inhibitors of Firefly Luciferase; Luciferin 4-monooxygenase (Photinus pyralis), P08659; purified firefly luciferase, luminescence, 8 min; Potency, µM (top dose mostly 57.1 µM), without a hit: at the highest dose activity change, negative = inhibition, usual class: inhibitors; hit rate 2.2% among 72,000; note: potency is the fitted concentration of half-maximal effect; % is set by controls: 0 for no effect and ±100 for the full control effect; nearly all actives have a fitted effect of over 40% in size
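Inhibition of light generation by firefly luciferase from ATP and luciferin was profiled with concentration-response curves per sample, ATP held at 10 uM within the enzyme's linear range. Plates were read by luminescence after an 8-minute ambient incubation.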
DNA Pol III inh = qHTS Assay for Inhibitors of DNA Polymerase III Holoenzyme System | Potency, µM (titrated, usually from 57.1 µM), for inactives: at the top dose activity change, negative = inhibition | hit rate 0.25% among 71,000 | reconstituted DNA polymerase III holoenzyme replication, biochemical; note: potency is the fitted concentration of half-maximal effect; % is set by controls: 0 for no effect and ±100 for the full control effect
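Reconstituted *E. coli* holoenzyme (0.35 nM Pol III, 1 nM beta, 154 nM SSB, 2 nM primase) was preincubated with compound for 15 min at RT. Synthesis on 1.4 nM ssM13Gori ran 35 min, then was stopped with PicoGreen/EDTA and read as dsDNA fluorescence.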
Hsp90 Hop PPI = qHTS Assay for Disrupters of an Hsp90 Co-Chaperone Interaction. Hsp90 C-terminal peptide / TPR2A (Hop) interaction, human. hit rate 0.44% among 71,000. Potency, µM (series often up to 57 µM), without a hit: at the highest dose activity change, negative = inhibition. AlphaScreen TPR2A-His6 binding biotin-Hsp90 C-terminal peptide; active = well fitted curve in either direction with a large enough effect; inconclusive = small, poorly fitted or top-dose-only effect, or another doubt; note: potency is the fitted concentration of half-maximal effect; % is set by controls: 0 for no effect and ±100 for the full control effect; many of its hits are not listed in these tables
HBB splicing = qHTS Assay for Modulators of Hemoglobin Beta Chain Splicing. HBB splicing reporter cell assay, activation; EGFP reporter with mutant IVS2-654 intron; response scale: normalised to 500 nM splice-correcting PNA. Potency, µM (highest dose often 46.1 µM), for the others: at the top dose activation, actives largely listed as activators. hit rate 0.06% among 65,000. AID 925, 2007; note: potency is the fitted concentration of half-maximal effect; 0% is about no effect
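HeLa cells stably expressing EGFP interrupted by mutant beta-globin intron 2 (IVS2-654), 500/well in 2% FCS. Treated with compound for 2 days at 37C. Splicing correction scored as total well GFP intensity (488 nm excitation, 500-520 nm emission); 500 nM antisense PNA served as control.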
ERK AVP block = qHTS Assay for Inhibitors of the ERK Signaling Pathway using a Homogeneous Screening Assay | HEK293-V1b, vasopressin-stimulated pERK AlphaScreen | Potency, µM (top dose mostly 57.5 µM), for inactives: at the highest dose activity, negative = inhibition, actives largely listed as inhibitors | hit rate 0.99% among 72,000 | AID 995, 2007; note: potency is the fitted concentration of half-maximal effect; % is set by controls: 0 for no effect and ±100 for the full control effect; nearly all actives have a fitted effect of over 55% in size
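HEK293 cells stably expressing V1b receptor, seeded overnight in 1% FBS, were treated with compounds for 30 min at 37C, then stimulated 5 min with 25 nM vasopressin; phospho-ERK read by AlphaScreen SureFire after lysis.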
Rhodamine fluor = qHTS Assay for Spectroscopic Profiling in Rhodamine Spectral Region. hit rate 0.05% among 59,000. max dye-equivalent concentration, M. Rhodamine-region fluorescence, 547/598 nm, Tris buffer; stronger effect = higher value; in the data active = max dye-equivalent concentration above about 11 nM; inconclusive = between about 1.1 nM and that limit
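Read-out is relative fluorescence at 547 nm excitation and 598 nm emission, expressed as dye-equivalent concentration using rhodamine standards on every plate. Each compound was profiled across a concentration series after 15 min in 100 mM Tris, pH 8.0.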
Texas Red fluor = qHTS Assay for Spectroscopic Profiling in Texas Red Spectral Region; Compound fluorescence, Texas Red channel, 547/618 nm; stronger effect = higher value; max dye-equivalent concentration, M; hit rate 0.06% among 59,000; AID 587, 2007; in the data active = max dye-equivalent concentration above about 10 nM; inconclusive = between about 1.1 nM and that limit
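qHTS profiling of intrinsic compound fluorescence; 100 mM Tris pH 8.0; 15 min RT; ex 547 / em 618 nm; response expressed as Texas Red dye-equivalent concentration from six-point plate standard.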
Tau filament bind = qHTS Assay for Tau Filament Binding. Microtubule-associated protein tau (Homo sapiens), P10636. recombinant tau filaments, thioflavin S fluorescence, 15 h; filaments grown with octadecylsulfate alongside compound. Potency, µM (top dose mostly 57.1 µM), for the others: at the top dose activity change, negative = inhibition. hit rate 2% among 71,000;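 note: potency is the fitted concentration of half-maximal effect; % is set by controls: 0 for no effect and ±100 for the full control effect; actives lower thioflavin S fluorescence by blocking filaments or displacing dye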
Target sequence (P10636 whole entry, looked up): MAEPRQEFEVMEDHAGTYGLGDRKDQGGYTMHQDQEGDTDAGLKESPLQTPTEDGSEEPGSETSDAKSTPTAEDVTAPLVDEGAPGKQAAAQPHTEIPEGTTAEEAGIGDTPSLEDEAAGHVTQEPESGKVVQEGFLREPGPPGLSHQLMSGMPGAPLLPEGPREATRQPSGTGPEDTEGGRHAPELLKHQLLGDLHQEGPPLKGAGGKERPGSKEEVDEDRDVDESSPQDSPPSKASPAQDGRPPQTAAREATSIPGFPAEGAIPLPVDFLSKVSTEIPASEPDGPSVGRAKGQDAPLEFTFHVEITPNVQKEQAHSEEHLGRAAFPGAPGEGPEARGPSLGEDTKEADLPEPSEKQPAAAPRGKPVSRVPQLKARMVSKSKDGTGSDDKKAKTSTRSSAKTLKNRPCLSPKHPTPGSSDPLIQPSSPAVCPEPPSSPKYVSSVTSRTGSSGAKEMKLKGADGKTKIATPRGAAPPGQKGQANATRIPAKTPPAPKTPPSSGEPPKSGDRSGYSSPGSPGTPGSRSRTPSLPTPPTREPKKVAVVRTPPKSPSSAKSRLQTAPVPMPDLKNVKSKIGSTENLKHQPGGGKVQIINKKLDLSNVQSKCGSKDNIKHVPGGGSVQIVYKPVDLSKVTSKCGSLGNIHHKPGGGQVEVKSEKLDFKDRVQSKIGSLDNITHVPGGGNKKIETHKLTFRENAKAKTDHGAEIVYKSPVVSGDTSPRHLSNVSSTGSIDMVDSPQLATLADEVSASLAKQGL
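Quantitative HTS: thioflavine S signal from ODS-induced tau filaments, excited at 450 nm, emission 510 nm. Conditions: 1 uM tau, 30 uM ODS, 15 h at 37 C, pH 7.4.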
* = called active by the depositor; i = inactive; ? = inconclusive; . = not tested or not shown; [ ] = remark or other dose. Unless noted, calls come from the whole dose curve; as a rule, active = well fitted curve in the direction sought with a large enough effect; inconclusive = small, poorly fitted or top-dose-only effect, or another doubt; inactive = no such curve, though single readings can be large; an effect the other way counts as inactive or inconclusive.

SMILES	CRE Fsk mod	HADH2 inh	ALOX15 inhib	Luciferase inh	DNA Pol III inh	Hsp90 Hop PPI	HBB splicing	ERK AVP block	Rhodamine fluor	Texas Red fluor	Tau filament bind
O=C(c1cccc(F)c1)N1CCC2(CC1)CN(c1ccncc1)C2	6%	2%	12%	2%[11.4 µM]	4%	-5%	2.9%	-1%	i	i	-7%
CC(=O)OC[C@@H]1O[C@@H](O/N=C2/C[C@@H](O)[C@@H](O)[C@@H]3[C@H]4C(=O)N(c5ccc(F)cc5F)C(=O)[C@@H]4CC[C@@H]23)[C@H](OC(C)=O)[C@H](OC(C)=O)[C@@H]1OC(C)=O	.	4%[11.4 µM]	8%[11.4 µM]	2%[11.4 µM]	.	.	-0.2%[9.22 µM]	9%[11.5 µM]	.	.	.
COc1ccc(CC(=O)Nc2ccc(-c3nnc(-c4ccccc4)o3)cc2)cc1OC	1%	?	-1%	1%	-7%	-4%	3.5%	1%	i	i	327%
O=C(CC1SCCNC1=O)Nc1cc(Cl)cc(Cl)c1 (stereo not given)	-6%	1%	-5%	0%	-2%	-14%	-1.5%	-21%	i	?	-2%
FC(F)(F)c1ccccc1-c1ccc2ncnc(NCc3cccnc3)c2c1	?	7%	7%	2%[2.29 µM]	0%	-5%	-1.3%	-23%	i	i	5%
CCOC(=O)c1[nH]cnc1C(=O)NC1CCCCC1	?	-1%	3%	-1%	-4%	-6%	-0.3%	-15%	i	i	-18%
COc1cc(-n2cnnn2)ccc1S(=O)(=O)N1CCOCC1	-6%	0%	5%	2%	-6%	0%	-0.5%[57.5 µM]	-10%	i	i	-17%
CCOc1cccc(C(=O)NC2CCCCC2)c1	5%	12%	-8%	-5%	-3%	5%	-0.1%	-23%	i	i	18%
Oc1c(Br)cc(CN(Cc2cc(Br)c(O)c(Br)c2)C2CCCCC2)cc1Br	4%[7.6 µM]	?	11%[11.4 µM]	2%[11.4 µM]	-9%[11.4 µM]	-3%[11 µM]	1.5%[9.22 µM]	-1%[11.5 µM]	i	i	0%[11.4 µM]
O=S(=O)(Nc1ccccn1)c1ccc(C2CCCCC2)cc1	7%	3%	-25%	0%	2%	-4%	-0.7%	?	i	i	-3%
COCCCNC(=O)c1cn(C)c(=O)c2cc(OC)c(OC)cc12	?	11%	8%	-1%	-2%	-2%	0.7%	-2%	i	i	-3%
CCCn1cc2c(c1-c1cccc(C)c1)c(=O)n(C)c(=O)n2C	-1%	14%	2%	1%	-13%	0%	3.1%[57.5 µM]	-9%	i	?	-6%
CN(c1ccccc1C(=O)Nc1ccc2c(c1)OCCO2)S(C)(=O)=O	-1%	4%	-2%	2%	-8%	-5%	-0.5%	-7%	i	i	2%
COC(=O)N1CCC[C@@]2(CCN(C(=O)Nc3ccc(OC)cc3)C2)C1	8%	-2%	-2%	0%[11.4 µM]	-2%	2%	1.3%	-17%	i	i	-6%
CC(C)Sc1nc(-c2cccs2)nc2c1c(=O)n(C)c(=O)n2C	3.2µM*	4%	5%	1%	-8%	1%	0.1%	.	.	.	-8%
CCOC(=O)C1CCN(C(=O)Cc2c(C(=O)O)n(C)c3ccccc23)CC1	-8%	-10%	23%	-2%	-5%	-4%	-0.1%	1%	i	i	17%
COc1ccc2[nH]c(=O)c(CN(Cc3nnnn3CCc3ccccc3)CC3CCCO3)cc2c1 (stereo not given)	-8%	-18%	1.3µM*	-3%	-12%	28%	.	30%	i	i	90%
c1ccc(CNc2ncncc2-c2ccc3c(c2)OCO3)cc1	8%	?	?	3%[2.29 µM]	-1%	-6%	-1.7%	?	i	i	-8%
O=C(CCc1nc(-c2ccc(Cl)cc2)no1)OCc1ccc(Br)cc1	-3%	2%	0%	1%	-4%	-1%	-0.6%	-4%	i	i	-8%
CCOCCCNC(=O)C1CCCN(S(=O)(=O)CC)C1 (stereo not given)	2%	0%	11%	2%	0%	1%	0.2%	25%	i	i	-5%
Cc1c(C)c2c(C)[nH]nc2oc1=O	-3%	-1%	8%	2%	9%	-5%	-0.5%	19%	i	i	5%
COC(=O)c1c(NC(=O)CC2NCCNC2=O)sc2c1CCCC2 (stereo not given)	?	-4%	-3%	0%	-1%	-4%	3.5%	-19%	i	i	4%
Cc1onc(-c2c(F)cccc2Cl)c1C(=O)OCC(=O)NCc1ccco1	-13%	6%	-4%	-3%	6%	-3%	0.1%[57.5 µM]	-1%	i	i	9%
Cc1n[nH]c(C)c1S(=O)(=O)N1CCCC(C(=O)NCc2cccs2)C1 (stereo not given)	3%	-1%	1%	0%	-2%	2%	0.1%	22%	i	i	12%
COc1cccc(C(=O)Nc2ccc(NC(=O)c3ccco3)nc2)c1	-4%	7%	5%	-16%	-4%	2%	.	5%	i	i	-5%
CCN(CCCNC(=O)C1CCN(S(=O)(=O)CC)CC1)c1ccccc1	?	7%	3%	2%	-1%	-2%	-0.3%	19%	i	i	-2%
CCOC(=O)c1[nH]c2c(c1C)C(=O)CC(c1ccc(N(C)C)cc1)C2 (stereo not given)	13%	0%	-3%	1%	-9%	-13%	-1.0%	?	.	.	18%
Cn1cc(C(=O)NCCN2CCN(c3ccccc3F)CC2)c2c3ccccc3n(C)c2c1=O	?	8%	-3%	3%	8%	-6%	4.4%	-13%	i	i	-7%
CCc1c(C)nc2ncnn2c1N1CCCC(C(=O)NCCc2ccc(OC)cc2)C1 (stereo not given)	?	4%	2%	-2%	-4%	-2%	.	24%	i	i	3%
O=C(CSc1nnc(-c2ccccn2)n1Cc1ccco1)c1ccc(Cl)cc1	0%	-28%	-2%	1%	-9%	-7%	0.0%	6%	i	?	3%
CCOC(=O)c1ccc(NC(=O)CSCc2ccco2)cc1	-1%[7.6 µM]	?	-14%[11.4 µM]	-1%	6%[11.4 µM]	-9%[11 µM]	-1.6%[0.0738 µM]	3%	.	.	-9%[11.4 µM]
O=C(O)CCC(=O)N1CCN(c2ccc(C(=O)c3ccc(F)cc3)cc2)CC1	-6%	?	0%	-3%	-1%	-3%	0.4%	-10%	i	i	3%
CC1CCN(CCCNC(=O)c2cc3c(=O)n(C)c4ccccc4c3n2C)CC1	10%	1%	-2%	3%	?	-1%[2.3 µM]	1.4%	-12%	.	.	209%
COc1ccccc1CNc1ncnc2ccc(-c3ccc4c(c3)OCO4)cc12	?	?	?	1%[2.29 µM]	-1%	-6%	-0.8%	11%	i	i	476%
CC(C)(C)NCC(O)c1cc(O)cc(O)c1 (stereo not given)	.	.	-10%	-1%[25.5 µM]	.	.	.	-11%	i	i	.
O=C(CSc1nnc(Cc2ccccc2)o1)N1CCc2ccccc21	?	6%	-8%	9%	-7%	-5%	1.4%	-16%	i	i	9%
CCOC(=O)c1c(N=CN(C)C)c(C#N)n2c1CCC2	14%	3%	8%	1%	-8%	-2%	-2.0%	-11%	.	.	17%
CCP(=O)(CC)c1cccc(N)c1	-8%	-26%	-11%	0%	2%	-1%	2.1%[57.5 µM]	-3%	i	i	0%
CCN(CC)S(=O)(=O)c1cccc(-c2nnc(SCC(=O)c3ccc(Cl)s3)n2C)c1	-17%	?	-15%	1%	-3%	-7%	-2.6%	-26%	i	i	-22%
CC(=O)Nc1cnc(NC(=O)c2cccc(F)c2)cc1C	0%	-5%	5%	-13%	-2%	1%	.	24%	i	i	-7%
O=c1cc(-c2ccccc2)oc2cc(O)cc(O)c12	?	?	-13%[25.6 µM]	13µM*	-4%[25.6 µM]	-6%[26 µM]	0.3%[20.6 µM]	?	i	i	-19%[25.6 µM]

The list is partial (hit frequency here may not be typical).
